Bioassay records as filed in PubChem BioAssay.
TGFb SMAD3 inh: qHTS for Inhibitors of TGF-b | Potency, µM (highest dose often 46.1 µM), without a hit: at the top dose activity, negative = inhibition, usual class: inhibitors | HepG2 CAGA-GFP TGF-b/SMAD3 reporter, GFP fluorescence, 18 h; TGF-beta stimulated, 500 pg/mL final | hit rate 1.2% among 410,000 | AID 588855, 2011; also: potency is read from the fitted curve at half-maximal effect; % is scaled to controls: 0 for no effect and ±100 for the full control effect; nearly all actives have a fitted effect of over 65% in size
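Inhibition was scored as loss of TGF-beta-induced (500 pg/mL final, 18 hours, 37 degrees C) GFP in HEPG2 cells carrying a CAGA-GFP reporter, in DMEM with 1% FBS. Well GFP was summed per cell; Activity was normalised to unstimulated and stimulated DMSO wells, then concentration-response fitting.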
CCT modulator: High-Throughput Screening for Modulators of Cytosolic Chaperonin Activity | purified chaperonin ATPase assay, HTRF ADP detection, 30 min | activity change, % (test concentration not listed), hits read low | hit rate 0.3% among 360,000 | AID 651819, 2012; in the data active = activity change below about -30%; also: % is scaled to controls: 0 for no effect and ±100 for the full control effect
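ATPase activity: ADP formed was measured by HTRF Transcreener (665/615 nm ratio) after 30 min at 37 deg C with 10 uM ATP. Compounds screened at one 76 uM concentration against 40 or 20 nM TRiC in Tris pH 7.4/KCl/MgCl2/DTT buffer.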
Nrf2 inh: Nrf2 qHTS screen for inhibitors. A549 ARE-Fluc reporter, luciferase luminescence, 18-24 h. Potency, µM (top dose mostly 46 µM), without a hit: top-dose activity change, negative = inhibition, hits mostly inhibitors. hit rate 2.1% among 360,000. AID 504444, 2011; also: potency is read from the fitted curve at half-maximal effect; % is scaled to controls: 0 for no effect and ±100 for the full control effect; nearly all actives have a fitted effect of over 60% in size
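A549 ARE_Fluc cells, 5000/well, 5% FBS OPTI-MEM; compounds in dose-response, 18-24 h at 37 °C/5% CO2; CellTiter-Fluor viability read (Ex 405/Em 525), then BugLite luciferase luminescence = Nrf2 activity.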
Mm-Cpn inhibitor: Inhibitors of TCP-1 ring complex (TRiC) of Methanococcus maripaludis (MmCpn): qHTS | Chaperonin Mm-Cpn (Methanococcus maripaludis) | purified Mm-Cpn ATPase, ADP Transcreener TR-FRET | Potency, µM (series often up to 76.9 µM), without a hit: at the top dose activity, negative = inhibition, most hits filed as inhibitors | hit rate 0.031% among 330,000 | AID 504842, 2011; also: potency is read from the fitted curve at half-maximal effect; % is scaled to controls: 0 for no effect and ±100 for the full control effect; nearly all actives have a fitted effect of over 80% in size
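Inhibition of chaperonin ATP hydrolysis is measured as reduced ADP production, detected by competitive TR-FRET in which signal falls with ADP. Final enzyme 25 nM and ATP 10 uM, reacted 30 min at 37°C.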
Abeta rescue: qHTS for compounds that reverse cellular toxicity of Amyloid beta (A-beta) peptide in yeast: Primary Screen | yeast expressing A-beta42, growth rescue, OD600, 48 h; response scale: 0% DMSO, 100% iron-clioquinol control | Potency, µM (doses to about 46.1 µM), for the others: at the highest dose growth rescue, actives largely listed as activators | hit rate 0.063% among 410,000 | AID 1347071, 2019; also: potency is read from the fitted curve at half-maximal effect; nearly all actives have a fitted effect of over 55% in size
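Yeast growth medium received pinned compounds, then yeast cells expressing toxic A-beta were added; plates incubated at 30 C for 48 hr. Growth read as absorbance at 600 nm, normalized to DMSO and equimolar FeCl3 plus clioquinol controls.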
Nrf2 ARE act: qHTS of Nrf2 Activators | AREc32 ARE-luciferase reporter (MCF7-derived line), luminescence, 24 h | Potency, µM (titrated, usually from 46.1 µM), for inactives: at the top dose activation, usual class: activators | hit rate 0.31% among 410,000; also: potency is read from the fitted curve at half-maximal effect; % of control where 0% means no effect; nearly all actives have a fitted effect of over 65% in size
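ARE activation measured as luciferase luminescence (Steady-Glo, 30 min RT) in AREc32_Fluc cells after 24 hr compound exposure at 37 deg C, 5% CO2; cells seeded overnight at 1000/well in OPTI-MEM, 5% FBS.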
HepG2 tox: qHTS for Inhibitors of TGF-b: Cytotox Counterscreen. HepG2 CAGA-GFP viability, ATP luminescence, 18 h. Potency, µM (titrated, usually from 46.1 µM), for inactives: top-dose activity change, negative = cytotoxicity, usual class: cytotoxic. hit rate 0.76% among 410,000; also: potency is read from the fitted curve at half-maximal effect; some results filed as inactive show a strong effect at the top dose
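HepG2 CAGA-GFP cells (1000/well, DMEM with 1% FBS) received compound, then TGF-beta at 500 pg/mL final, and were incubated 18 hours at 37 degrees C. Viability was read by CellTiter-Glo luminescence. Media-only wells were set as complete cell-killing and DMSO as no toxicity.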
A549 tox: Nrf2 qHTS screen for inhibitors: counterscreen for cytotoxicity. A549 ARE-Fluc cells, CellTiter-Fluor viability, 18-24 h. Potency, µM (doses to about 46 µM), without a hit: top-dose activity change, negative = cytotoxicity, usual class: inhibitors. AID 504648, 2011. hit rate 0.16% among 390,000; also: potency is read from the fitted curve at half-maximal effect; % is scaled to controls: 0 for no effect and ±100 for the full control effect
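A549 ARE_Fluc cells in 5% FBS OPTI-MEM were exposed to compounds in concentration-response for 18-24 h at 37 deg C. Viability was read by CellTiter-Fluor fluorescence (Ex 405/Em 525) after 30 min, before the luciferase read.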
pAkt inh: HTS Assay for Inhibitors of Akt Phophorylation: Primary Screen; AID 651550, 2012; hit rate 0.32% among 360,000; Neuro2A IGF-stimulated pAkt S473 HTRF, 20 min; active compounds read low; activity change, % for hits at 50 µM; in the data active = activity change below about -80%; inconclusive = mostly about -51% to -80%; also: % is scaled to controls: 0 for no effect and ±100 for the full control effect
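Neuro2A cells (4,500/well, DMEM with 0.5% FBS) were treated with compound at a single 50 µM final concentration, stimulated with 6 nM IGF for 20 min at 37 °C, and lysed. Phospho-Akt Ser473 was read by HTRF as 665/615 ratio ×10^4.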
Starred values were filed as active, the others as inactive; i = inactive; ? = inconclusive; nt = not tested or not shown; & = joins results of further samples; [ ] = another dose, or the depositor's remark. Unless noted, calls follow the shape of the dose curve; as a rule, active = well fitted curve in the direction sought with a large enough effect; inconclusive = small, poorly fitted or top-dose-only effect, or another doubt; inactive = no such curve, though single readings can be large; an effect the other way counts as inactive or inconclusive.

Value order: TGFb SMAD3 inh | CCT modulator | Nrf2 inh | Mm-Cpn inhibitor | Abeta rescue | Nrf2 ARE act | HepG2 tox | A549 tox | pAkt inh
> CCOc1cc(C(=S)N2CCCCC2)ccc1OCC(=O)NCc1ccccc1
  -14% | 1.3 | -24% | 0% | -1% | 0.2% | -4% | 2% | i
> CCN(CC)C(=O)CSc1nnc(-c2ccccc2)n1N
  0% | -2.5 | 2% | 1% | 11% | 2.5% | 3% | 4% | i
> COc1ccc(C)cc1N(C(=O)c1ccc(F)cc1)c1nc2ccccc2s1
  6% | 0.9 | -17% | -10% | -28% | 3.5% | 14% | 0% | i
> CC1CC(C)CN(C(=O)Cn2cc(C=O)c3ccccc32)C1 (stereo unspecified)
  ? | -3.1 | -5% | -1% | 0% | -0.7% | -38% | 3% | i
> CC(C)(C)c1ccc(NC(=S)NCCc2ccccn2)cc1
  -19% | 0.9 | 7% | 1% | 22% | 0.6% | 0% | 4% | i
> Cc1ccc(OCC(=O)O/N=C(\N)Cc2cccs2)cc1C
  -3% | 2.3 | 12% | nt | 8% | -0.6% | 3% | -4% | i
> COc1ccc2c(C(=O)NCc3ccc4c(c3)OCO4)c(-c3ccc(S(C)(=O)=O)cc3)sc2c1
  -5% | -2.1 | 7.3µM* | 3% | 3% | -0.4% | -3% | ? | i
> CN(C)/C=C(/C(=O)c1ccc(Cl)cc1Cl)S(=O)(=O)c1ccccc1
  1% | 1.2 | 2% | 0% | -4% | 0.5% | -1% | 0% | i
> O=C(Nc1ccccc1)OC(CN1CCCCC1)C(F)(F)F (stereo unspecified)
  8% | 2.6 | -7% | ? | 23% | 2.6% | -27% | -8% | i
> Cc1cccc(NC(=O)CSc2nnc(-c3cc(C)[nH]n3)n2N)c1
  3% | -2.1 | 1% | -1% | 5% | -0.6% | 1% | -1% | i
> CC(C)OP(=O)(OC(C)C)C(O)c1ccc(N(C)C)cc1 (stereo unspecified)
  -23% | 0.0 | -6% | 1% | -20% | -1.6% | -2% | 3% | i
> CC(C)(O)/C=C/C[C@](C)(O)C1CC[C@]2(C)C1[C@H](O[C@H]1O[C@@H](CO)[C@H](O)[C@@H](O)[C@@H]1O)CC1[C@@]3(C)CC[C@H](O)C(C)(C)C3[C@@H](O)C[C@]12C (stereo partly specified)
  -11% | -3.6 | 4% | -2% | -3% | -0.3% | 0% | 2% | i
> CC(C)c1ccc(Nc2cc(C(=O)NCCc3ccccc3)c3ccccc3n2)cc1
  -2% | nt | ? | nt | -2% | 3.4% | -8% | 11% | nt
> COc1ccc(N2CCN(C(=O)c3cccs3)CC2)cc1
  -21% | -0.2 | -19% | 0% | -5% | 1.1% | -12% | -14% | i
> COc1cccc(-n2c(-c3ccco3)nc3c(cnn3-c3ccccc3C)c2=O)c1
  ? | nt | ? | nt | -31% | 3.8% | -9% | 23% | nt
> O=C(NCc1ccccc1)C1CC2CCCC(C1)C2=O (stereo unspecified)
  17% | 2.6 | ? | 0% | -17% | -0.1% | 3% | -3% | i
> Cn1c(CCc2ccccc2)nnc1SCC(N)=O
  11% | -0.1 | ? | -1% | 20% | -0.5% | 21% | 6% | i
> O=C(NCc1ccccc1)C1Cc2c(-c3ccc4c(c3)OCO4)ccnc2O1 (stereo unspecified)
  -19% | 0.3 | nt | nt | -23% | 0.5% | -2% | nt | i
> CC(C)S(=O)(=O)c1csc(NC(=O)Nc2cc(Cl)ccc2Cl)c1Cl
  -1% | -0.1 | 18µM* | 1% | -13% | -1.0% | -3% | -19% | i
> CCCC(CCC(=O)NC1CCCCC1)C(=O)O (stereo unspecified)
  0% | -1.9 | -19% | 1% | -8% | 0.1% | -2% | -6% | nt
> O=C(CCc1nc(-c2ccccc2)c(-c2ccccc2)o1)OCc1ccc(Br)cc1
  -3% | -1.5 | -8% | -4% | 9% | 2.2% | -11% | 2% | i
> COc1ccc(CCNC(=O)c2ccc3c(c2)N(Cc2ccc(F)cc2)CCS3)cc1OC
  ? | -2.7 | ? | ? | -7%&-4% | 0.1%&0.3% | -6%&-17% | -4%&5% | i
> CC(=O)Nc1ccc(NC(=O)CCC(=O)OCC(=O)c2ccc(C)c([N+](=O)[O-])c2)cc1
  4% | 1.6 | -6% | 1% | -15% | -0.7% | 3% | -1% | i
> CCn1c(=O)cc(OCC(=O)N(C)c2cc(Cl)ccc2C)c2ccccc21
  ? | nt | 1% | nt | -13% | 0.3% | -31% | 0% | nt
> O=C(Cn1cnc2ccccc2c1=O)N/N=C/c1ccc(Br)cc1
  -8% | 0.2 | 6% | 1% | 2% | 1.3% | -13% | 3% | i
> CCC(C(=O)NCCc1cc(OC)ccc1OC)n1nc(C)c2c(C)n(-c3ccccc3)nc2c1=O (stereo unspecified)
  ? | nt | -3% | nt | -7% | 0.5% | -41% | 0% | nt
> Cc1ccc(NC(=S)N2CCSC2c2cccs2)cc1 (stereo unspecified)
  -7% | -1.7 | 0% | -7% | ? | 3.5% | -4% | 5% | i
> Cc1ccc(C(=O)Nc2nccs2)cc1S(=O)(=O)N1CCCCC1
  -19% | 0.9 | -11% | -2% | 3% | 0.4% | -24% | 0% | i
> Cc1ccc(/C=N/NC(=O)c2cc(C3CC3)nc3ccccc23)o1
  ? | -1.3 | 0% | 0% | 3% | -0.3% | 9% | -17% | i
> COc1ccc(Oc2cc(NN3CCCCC3)c([N+](=O)[O-])cc2[N+](=O)[O-])cc1OC
  19% | -2.4 | ? | -2% | 24% | 6.1% | 16% | ? | i
> CC(C)(C)c1ccc(/C=C/C(=O)Nc2nncs2)cc1
  5% | 0.4 | ? | -1% | 9% | 2.6% | 3% | 0% | i
> O=C(Nc1cccc(C(F)(F)F)c1)c1n[nH]c(Cn2cncn2)n1
  -10% | -14 | 1% | 1% | -11% | 11% | -30% | 12% | i
> CCNc1nc2c(c(=O)n(C)c(=O)n2C)n1Cc1ccc(Cl)cc1
  ? | 0.0 | 9.2µM* | 1% | 1% | -0.2% | -32% | -5% | i
> O=C(NCCCCc1ccccc1)C1CC(c2cccc([N+](=O)[O-])c2)=NO1 (stereo unspecified)
  -2% | -7.0 | ? | -1% | 3% | 0.0% | 1% | 0% | i
> CNS(=O)(=O)c1cc(NC(=O)CCCNC(=O)c2ccc(Cl)cc2)ccc1C
  0% | 0.2 | ? | 1% | 11% | -0.7% | -2% | -1% | i
> C=CCn1c(SCC(=O)NC2CCCC2)nc2ccccc21
  4% | 0.0 | nt | nt | 5% | 1.8% | -10% | nt | i
> Cc1cc(=O)[nH]c(SCC2COC3(CCCCC3)O2)n1 (stereo unspecified)
  -5% | 0.7 | 2% | 4% | -25% | -0.8% | -5% | nt | i
> O=C(Nc1cc(C(F)(F)F)ccc1Cl)c1cc2nc3c(c(C(F)(F)F)n2n1)CCCC3
  -1% | -4.3 | 0% | 0% | -13% | ? | -24% | -13% | i
> O=C(Cn1ncc2c3ccccc3n(Cc3cccc(Cl)c3)c2c1=O)NCCC1=CCCCC1
  23% | nt | 19% | nt | -9% | -1.2% | -1% | 10% | nt
> COc1ccc(S(=O)(=O)N2CCC(C(=O)NCc3ccco3)CC2)cc1C
  ? | -1.6 | -1% | 1% | -10% | -0.3% | -16% | -4% | i
> Cc1cc(C)nc(N(C#N)Cc2ccc(Br)cc2)n1
  -12% | -0.1 | -18% | 2% | 13% | -0.5% | -4% | -8% | i
> CCCNS(=O)(=O)c1ccc(CCC(=O)N2CCOCC2)cc1
  8% | -1.9 | -3% | -1% | 0% | -0.6% | -29% | 5% | i
> COc1ccc(CCNC(=O)C(C)n2nc(C)n3c(cc4occc43)c2=O)cc1OC (stereo unspecified)
  5% | 0.1 | -3% | 0% | -1% | -0.2% | -1% | -2% | i
> Cc1ccccc1-c1csc(C(C)(O)c2ccc(F)c(F)c2)n1 (stereo unspecified)
  ? | 0.2 | nt | nt | -81%[inhibitor] | -0.1%[9.22 µM] | -24% | nt | i
> Cc1cccc(NC(=S)N/C(=N/S(=O)(=O)c2ccccc2)c2ccccc2)c1
  -2%&11% | -1.4&0.8 | ? | -2% | 4%&-1% | ? | 6%&-28% | 2%&-4% | i
> CC1/C(=N/O)CC(c2ccccc2)N(C)C1c1ccccc1 (stereo unspecified)
  -5% | -1.6 | 1% | -1% | 23% | -0.6% | -23% | -3% | i
> CN1C(=O)/C(=C/c2ccccc2OCc2ccc(F)cc2)N(C)C1=S
  10% | -2.6 | -7% | 1% | 7% | 14% | -2% | -3% | i
> O=C(/C=C/c1cccnc1)c1ccc(F)c(F)c1
  -9% | -0.9 | ? | -29% | 10% | 21% | -6% | 4% | i
> Cc1ccc(CNC(=O)c2oc3ccc(S(=O)(=O)N4CCC5(CC4)OCCO5)cc3c2C)cc1
  -29% | 0.5 | ? | -1% | -1% | -0.7% | 0% | 6% | i
> CCn1c(SCC(=O)N(C)CC(=O)Nc2ccc(OC)cc2)nnc1-c1ccco1
  -5% | 5.8 | 6% | 0% | -12% | 5.1% | 3% | -2% | i
> COC(=O)c1ccc(CN2CCN(C3CCCCC3)C(CCO)C2)cc1 (stereo unspecified)
  -1% | 1.0 | -21% | 0% | 18% | 0.6% | 14% | 0% | i
